Compound activity: PubChem BioAssay, several laboratories
CHT PAM = CHT positive allosteric modulators, primary screen, cell-based, membrane potential dye, choline EC20; High affinity choline transporter 1 (Homo sapiens), Q9GZV3; CHT-expressing cells; stronger effect = higher value; LV-AA mutant CHT in HEK293 cells; B-score at 10 µM; actives 0.49% (n = 310,000);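 active = initial fluorescence not abnormally high and integrated response B-score, plate-corrected, over 3 SD above library mean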
Target sequence (Q9GZV3 whole entry, looked up): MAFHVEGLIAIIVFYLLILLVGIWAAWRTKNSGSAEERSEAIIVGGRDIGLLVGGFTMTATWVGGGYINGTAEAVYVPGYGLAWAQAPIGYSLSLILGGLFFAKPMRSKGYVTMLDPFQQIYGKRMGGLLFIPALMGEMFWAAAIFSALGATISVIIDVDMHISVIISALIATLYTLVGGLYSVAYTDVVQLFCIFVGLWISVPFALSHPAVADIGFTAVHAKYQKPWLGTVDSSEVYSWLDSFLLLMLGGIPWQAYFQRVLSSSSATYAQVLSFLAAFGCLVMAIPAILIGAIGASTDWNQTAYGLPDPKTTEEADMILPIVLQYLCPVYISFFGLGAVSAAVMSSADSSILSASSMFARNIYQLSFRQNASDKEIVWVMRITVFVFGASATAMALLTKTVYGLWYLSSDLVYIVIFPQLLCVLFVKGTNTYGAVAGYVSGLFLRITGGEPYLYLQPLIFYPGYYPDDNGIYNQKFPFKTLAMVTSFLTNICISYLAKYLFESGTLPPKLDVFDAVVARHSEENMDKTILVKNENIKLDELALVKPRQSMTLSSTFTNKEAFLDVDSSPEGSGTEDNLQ
STK33 inh = inhibitors of purified STK33 kinase, primary screen, biochemical, ADP-Glo luminescence, homogeneous, cell-free. Serine/threonine-protein kinase 33 (Homo sapiens), Q9BYT3. MBP phosphorylation. inhibition, % at 10 µM. actives 0.073% (n = 320,000);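 active = inhibition at or above 25%, using the most active replicate where run in duplicate; inactive = inhibition below 25%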
Target sequence (Q9BYT3 whole entry, looked up): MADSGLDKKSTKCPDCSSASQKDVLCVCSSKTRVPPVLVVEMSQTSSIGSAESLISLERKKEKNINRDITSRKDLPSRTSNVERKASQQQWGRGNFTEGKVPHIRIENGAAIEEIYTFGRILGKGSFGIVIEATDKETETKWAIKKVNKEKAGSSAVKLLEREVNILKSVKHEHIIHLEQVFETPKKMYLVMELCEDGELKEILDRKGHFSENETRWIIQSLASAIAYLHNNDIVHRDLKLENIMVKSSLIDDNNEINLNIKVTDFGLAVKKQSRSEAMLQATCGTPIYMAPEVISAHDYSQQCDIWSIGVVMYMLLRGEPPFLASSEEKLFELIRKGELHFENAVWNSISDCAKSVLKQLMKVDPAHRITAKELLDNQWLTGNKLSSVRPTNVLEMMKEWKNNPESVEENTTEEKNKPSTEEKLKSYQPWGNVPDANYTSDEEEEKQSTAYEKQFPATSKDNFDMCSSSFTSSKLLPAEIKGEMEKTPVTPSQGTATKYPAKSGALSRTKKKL
CHT block = inhibitors of human choline transporter CHT. High affinity choline transporter 1 (Homo sapiens), Q9GZV3. CHT-expressing cells, membrane potential dye, choline response; stronger effect = lower value. B-score at 10 µM. actives 0.86% (n = 310,000). AID 488975, 2010;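 active = B-score over 3 SD under the library average, and starting fluorescence ratio not unusually high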;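 note: choline stimulus applied at its EC90 after an EC20 pre-addition; B-score computed on integrated fluorescence ratio after choline addition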
Starred values were filed as active, the others as inactive; i = inactive; . = no result given.

SMILES | CHT PAM | STK33 inh | CHT block
COC(=O)c1cc(OC)c(OC)cc1NC(=S)N1CCN(c2ccccc2)CC1 | i | -1.5 | i
CN(C(=O)CC1C(=O)NCCN1Cc1ccc(F)cc1)C1CCOCC1 (stereo not given) | i | -1.1 | i
O=C(COc1ccccc1)NNC(=O)c1cc2ccccc2o1 | i | -1.6 | i
Cc1cc2nc(C(F)(F)F)[nH]c(=O)n2n1 | i | -0.5 | i
O=C(O)c1cccc(Cn2cc(Cl)cn2)c1 | i | -1.5 | i
Cc1ccc(C(=O)COC(=O)CCc2nc3ccccc3[nH]c2=O)cc1C | i | 0.7 | i
CN1/C(=C/C=C(/C#N)C(N)=O)C(C)(C)c2ccccc21 | i | 3.5 | i
CN(CC(=O)Nc1cccc(F)c1)C(=O)CSc1ccccc1 | i | . | i
Cn1nc(-c2ccccc2)c(CO)c1Sc1ccccc1 | i | -1.6 | i
Cc1ccccc1NS(=O)(=O)c1ccc(C(=O)NCC(C)(C)N2CCOCC2)cc1 | i | -0.1 | i
CCC(CC)CN1CCN=C1Nc1ccccc1 | i | 1.2 | i
Cc1ccc2cc(C(c3nnnn3Cc3ccccc3)N3CCc4ccccc43)c(=O)[nH]c2c1 (stereo not given) | i | 0.3 | i
C=CCNc1oc(-c2cccs2)nc1C#N | i | 0.8 | i
Cc1ccc(NCC(=O)N/N=C\c2ccc([N+](=O)[O-])o2)cc1 | i | -0.5 | i
COC(=O)c1ccc(/C=N/NC(=O)C2CC(=O)N(c3ccc(F)cc3)C2)cc1 (stereo not given) | i | -0.3 | i
CC1=NN(/C(=N\c2nnc(C)s2)Nc2ccccc2)[C@H](c2cccc3ccccc23)S1 | i | 1.0 | i
O=[N+]([O-])c1cccc(-c2ccn[nH]2)c1 | i | -0.2 | i
Cc1ccccc1NC1=NCC(c2ccc([N+](=O)[O-])cc2)S1 (stereo not given) | i | 1.1 | i
Cc1ccc(C(=O)Nc2ccc([N+](=O)[O-])cn2)o1 | i | -0.1 | i
COc1cc(OC)c(/C=C2\SC(=O)N(CC(=O)Nc3ccccc3F)C2=O)c(OC)c1 | i | -1.7 | i
Cc1cc2cc(CNS(=O)(=O)N(C)C)ccc2[nH]1 | i | -1.5 | i
O=C(CN(C(=O)c1csnn1)c1cccc(Cl)c1)NC1CCCC1 | i | -0.5 | i
CCOC(=O)c1c(NC(=O)Nc2ccc(C)cc2)sc2c1CCN(C)C2 | i | 1.5 | i
COc1ccc(NC(=O)C2CCN(S(C)(=O)=O)CC2)cc1Cl | i | -0.7 | i
COc1ccc2nc(N3C(=O)CC(Cc4ccc(C)cc4)C3=O)sc2c1 (stereo not given) | i | 0.5 | i
O=C(CN1C(=O)c2ccccc2C1=O)N1CCN(C2c3ccccc3-c3ccccc32)CC1 | i | . | i
Cc1ccc(N=Cc2sc(O)c3ccccc23)cc1 | i | -1.8 | i
COc1ccc(S(=O)(=O)N2CCN(CC(O)COc3ccc(CC#N)cc3)CC2)cc1OC (stereo not given) | i | -0.7 | i
OCC[C@@H]1C[C@H](O)[C@@H](O)[C@@]2(Cc3ccccc3CCO2)O1 | i | -2.0 | i
O=C(CSc1nnc(-c2ccncc2)n1-c1ccccc1)N1CCN(c2ccc(Cl)cc2)CC1 | i | 0.1 | i
CCOc1ccc(NC(=O)CSc2nc3ccccc3c(=O)n2CCNC(C)=O)cc1 | i | 0.8 | i
CSc1n[nH]c(=O)n1-c1ccc(Cl)cc1 | i | -0.5 | i
O=C(Nc1ccccc1C(=O)N1CCOCC1)C1CCCO1 (stereo not given) | i | -1.2 | i
COc1cc([N+](=O)[O-])ccc1NC(=O)Cc1ccccc1 | i | -1.9 | i
COc1ccc(-c2nn(CC(=O)N(C)C)c(=O)c3ccccc23)cc1 | i | . | i
CCOC(=O)c1ccc(Oc2nc(NC)nc(Nc3ccccc3)n2)cc1 | i | -2.8 | i
O=C(NNc1ccccc1)C(=O)N1CCCCC1 | i | -1.9 | i
CCOC(=O)c1ccc(OCc2nc(-c3cccs3)no2)cc1 | i | -2.2 | i
CN(C)CCOC(=O)/C(=C/c1cn(C)c2ccccc12)NC(=O)c1ccccc1 | i | 0.4 | i
NS(=O)(=O)c1ccc(CCNC(=O)c2cc(-c3ccc(Br)cc3)nc3ccccc23)cc1 | i | -0.1 | i
CCN(CC(=O)Nc1ccc([N+](=O)[O-])cc1OC)CC(=O)NC(C)(C)C | i | 0.2 | i
CCOC(=O)c1c(NC(=O)COc2ccccc2C#N)sc2c1CC(C)(C)NC2(C)C | i | -2.8 | i
CCOC(=O)c1c(NC(=O)C2=C(C)NC(=S)NC2c2ccc(F)cc2)sc(C)c1C (stereo not given) | i | -1.9 | i
O=C1CN(c2cc(Cl)cc(Cl)c2)C(=O)CN1/N=C/c1cccnc1 | i | -1.0 | i
CCCc1cc(C(=O)N2CCN(S(=O)(=O)c3ccc(OC)c(OC)c3)CC2)cs1 | i | -0.4 | i
Cc1ccc(N2CCN(S(=O)(=O)N3CCCCC3)CC2)c(C)c1 | i | -0.9 | i
CC(C)c1ccc(NC(=O)Cn2c(=O)oc3ccccc32)cc1 | i | 1.0 | i
COc1cc(N2C(=O)c3ccccc3C2=O)c(Cl)cc1C(=O)OCC(=O)N1CCOCC1 | i | -1.0 | i
Cn1c(=O)[nH]c(=O)c2c1nc(N1CCCCC1)n2CCOc1ccccc1 | i | -1.7 | i
COc1ccc(C2=NOC(C(=O)NCc3ccccn3)C2)cc1OC (stereo not given) | i | -0.9 | i
COc1ccc(CC(=O)N2CCN=C2SCc2ccc([N+](=O)[O-])cc2)cc1 | i | -3.2 | i
c1csc(C2CCCN2c2nc3nonc3nc2NC2CC2)n1 (stereo not given) | i | 1.5 | i
CCc1c(O)nc(SCC(=O)Nc2ccccc2C)n(-c2ccc(C)cc2)c1=O | i | -0.8 | i
Cc1ccc(S(=O)(=O)N2CCc3ccccc3C2)cc1 | i | -0.4 | i
Cc1c(NC2=NC(C)(C)Cc3ccccc32)c(=O)n(-c2ccccc2)n1C | i | -0.6 | i
Cc1cc(C)cc(N(CC(=O)NCc2ccccc2Cl)S(=O)(=O)c2c(C)[nH]c(=O)[nH]c2=O)c1 | i | 1.2 | i
O=C(CSc1nc(O)cc(=O)n1-c1ccccc1)Nc1ccc2c3c(cccc13)CC2 | i | -1.6 | i
COc1ccccc1OCCNC(=O)c1cccs1 | i | 1.9 | i
N/C(=N\OC(=O)c1ccc(Cl)cc1)c1ccccn1 | i | 3.0 | i
CC(=O)Nc1ccc2nc(CN3CCN(Cc4ccc(F)cc4)C(CCO)C3)ccc2c1 (stereo not given) | i | 0.8 | i

Going on with the list:
SMILES | CHT PAM | STK33 inh | CHT block
CCOC(=O)N1CCN(S(=O)(=O)c2ccc(C(=O)Nc3nc4c(s3)CC(C)CC4)cc2)CC1 (stereo not given) | i | 5.3 | i
CCc1cc(C)cc(OCCOc2ccccc2/C=N/NC(C)=O)c1 | i | -0.2 | i
CC1(C)CC(=O)C2=C(C1)N(Cc1ccc(F)cc1)C(=O)C2(NC(=O)c1cccnc1)C(F)(F)F (stereo not given) | i | 0.1 | i
CC1(c2ccccc2Cl)NC(=O)N(CC(=O)Nc2ccccc2OC(F)F)C1=O (stereo not given) | i | -2.9 | i
COc1ccc(CNC(=O)COC(=O)c2cccnc2Nc2cccc(C(F)(F)F)c2)cc1 | i | 0.1 | i
O=C(c1ccco1)N1CCN(C(=O)C2CCN(S(=O)(=O)c3cccc4nsnc34)CC2)CC1 | i | -2.2 | i
CC1CCN(c2ccc(C(=O)NCc3ccco3)cc2[N+](=O)[O-])CC1 | i | -0.5 | i
COC(=O)c1sccc1NC(=O)c1c(C)cc(=O)oc1C | i | -0.6 | i
CCOc1ccc(-n2c(SCC(=O)Nc3cc(C)on3)nc3c(c2=O)SCC3)cc1 | i | -0.5 | i
CCCCOc1ccc(Cn2c(=O)oc3ccccc32)cc1 | i | -1.4 | i
CCOCCCNC(=O)c1ccc(CS(=O)(=O)Cc2ccccc2F)o1 | i | -0.6 | i
CCc1ccccc1NC(=O)c1cc(-c2ccc(F)cc2)on1 | i | -1.8 | i
COc1ccccc1N1CCN(C(=O)c2c(C)noc2C)CC1 | i | -1.8 | i
CN(C)/C=C1/C(=O)N(c2ccc([N+](=O)[O-])cc2)N=C1c1ccccc1 | i | -0.4 | i
COc1ccc(CCNC(=O)CSc2nnc(-c3ccccc3)o2)cc1OC | i | 0.3 | i
CC1CCN(C(c2cc3cc4c(cc3[nH]c2=O)OCO4)c2nnnn2CC2CCCO2)CC1 (stereo not given) | i | -0.1 | i
CC1CCCN(C2=C(NS(=O)(=O)c3ccc(Cl)cc3)C(=O)c3ccccc3C2=O)C1 (stereo not given) | i | -0.6 | i
O=C(COc1ccc(Cl)cc1)Nc1ccc2c(c1)C(=O)NC2=O | i | -1.3 | i
CC1CCN(c2ccc(NC(=O)c3cccnc3)cc2)CC1 | i | 0.6 | i
CCCc1cc(C(=O)N2CCC(n3nccc3NC(=O)c3ccc(OC)cc3)CC2)no1 | i | -1.6 | i
COc1ccccc1NC(=O)Cn1nnc(C(=O)NCc2ccc3c(c2)OCO3)c1N | i | 1.5 | i
O=C(Nc1cccnc1)C1(c2ccc(Cl)cc2)CCCC1 | i | -1.7 | i
O=C(c1n[nH]c(=O)c2ccccc12)N1CCOCC1 | i | -1.3 | i
O=C(NCc1ccccn1)c1cc(Cl)ccc1OCc1ccccc1 | i | -0.4 | i
O=C1N(c2ccccc2)c2ccccc2C1(O)C(F)(F)F (stereo not given) | i | -0.1 | i
COc1ccc(C(=O)/C(C#N)=N/Nc2ccccc2[N+](=O)[O-])cc1 | i | -0.9 | i
CCCCCCc1nc(C(N)=O)c2[nH]c(=O)n(-c3ccc(OCC)cc3)c2n1 | i | -1.5 | i
Cc1ccc(CNC(=O)CCS(=O)(=O)c2ccc(Br)s2)cc1 | i | -2.2 | i
COc1ccc(NS(=O)(=O)c2cccc(-c3n[nH]c(=S)n3Cc3ccccc3)c2)cc1 | i | -2.4 | i
CCCN(CCC)c1nc(-c2ccccn2)nc2ccccc12 | i | -1.3 | i
O=C(Cc1ccc(Cl)cc1)N/N=C/c1cccs1 | i | -1.5 | i
COc1ccc(NC(=O)COC(=O)c2ccc(S(=O)(=O)N(C)c3ccccc3OC)cc2)cc1OC | i | 1.1 | i
CSc1ccccc1NC(=O)CN(C)C(=O)Cc1c(F)cccc1Cl | i | -1.8 | i
N#CC(Cc1cccc(CC(C#N)(c2ccccc2)c2ccccc2)c1)(c1ccccc1)c1ccccc1 | i | -1.3 | i
COc1ccc(CCNC(=O)CC2C(=O)NCCN2CC(C)(C)C)cc1 (stereo not given) | i | 0.3 | i
CC(=O)N1c2ccccc2C(C)=CC1(C)C | i | -0.6 | i

Whole records, looked up by structure. Order of values: CHT PAM | STK33 inh | CHT block
O=C1N(c2ccccc2)c2ccccc2C1(O)C(F)(F)F (stereo not given) is entered as i | -0.1 | i
Cc1ccc(CNC(=O)CCS(=O)(=O)c2ccc(Br)s2)cc1 is entered as i | -2.2 | i

Other compounds follow:
SMILES | CHT PAM | STK33 inh | CHT block
Cc1ccccc1-n1nnc2c(=O)oc3ccccc3c21 | i | 8.8 | -6.25*
COc1cc(/C=C2/CCc3ccccc3C2=O)cc(OC)c1OC | i | -1.0 | i
Cc1ccc(N(CC(=O)NCc2ccc(F)cc2)C(=O)c2csnn2)cc1C | i | -1.1 | i
COc1cc2c(cc1NC(=O)C(C)Sc1nc3ccccc3n1C)oc1ccccc12 (stereo not given) | i | -0.2 | i
CC(C)(C)CC(C)(C)NC(=S)N1CCN(Cc2ccc3c(c2)OCO3)CC1 | i | -1.4 | i
O=C(c1cc(-c2ccco2)nn1-c1cccc(Cl)c1)N1CCCCC1 | i | 0.0 | i
O=C(O)CSc1cc(C(F)(F)F)nc(-c2ccccn2)n1 | i | 0.2 | i
CCCCCNCc1ccc(Cl)cc1 | i | -3.7 | i
CC1CC(C)CN(S(=O)(=O)N2CCCC(C(=O)NCCCN3CCCCC3C)C2)C1 (stereo not given) | i | 0.3 | i
O=C(C1CC(=O)N(C2CCCC2)C1)N1CCN(c2ccccc2)CC1 (stereo not given) | i | -1.1 | i
CNC(=O)c1ccc(Oc2ccc(C(=O)NC)cc2)cc1 | i | 0.4 | i
CNC(=S)N1CCC(Cc2ccccc2)CC1 | i | -0.7 | i
CC(C)(C)Cc1nnc(NS(=O)(=O)c2ccc([N+](=O)[O-])cc2)s1 | i | -1.3 | i
CCOc1ccc(Nc2nc3ccccc3n3cnnc23)cc1 | i | . | i

Of the compounds above, these contain a tert-butyl group.
SMILES | CHT PAM | STK33 inh | CHT block
CCN(CC(=O)Nc1ccc([N+](=O)[O-])cc1OC)CC(=O)NC(C)(C)C | i | 0.2 | i
COc1ccc(CCNC(=O)CC2C(=O)NCCN2CC(C)(C)C)cc1 (stereo not given) | i | 0.3 | i
CC(C)(C)CC(C)(C)NC(=S)N1CCN(Cc2ccc3c(c2)OCO3)CC1 | i | -1.4 | i
CC(C)(C)Cc1nnc(NS(=O)(=O)c2ccc([N+](=O)[O-])cc2)s1 | i | -1.3 | i

By substructure: the entries above with a CF3 group
SMILES | CHT PAM | STK33 inh | CHT block
Cc1cc2nc(C(F)(F)F)[nH]c(=O)n2n1 | i | -0.5 | i
CC1(C)CC(=O)C2=C(C1)N(Cc1ccc(F)cc1)C(=O)C2(NC(=O)c1cccnc1)C(F)(F)F (stereo not given) | i | 0.1 | i
COc1ccc(CNC(=O)COC(=O)c2cccnc2Nc2cccc(C(F)(F)F)c2)cc1 | i | 0.1 | i
O=C1N(c2ccccc2)c2ccccc2C1(O)C(F)(F)F (stereo not given) | i | -0.1 | i
O=C(O)CSc1cc(C(F)(F)F)nc(-c2ccccn2)n1 | i | 0.2 | i

An unsorted share of the library (roughly 1.5% active in at least one column).
